EBV gp42 block: Epstein-Barr virus gp42 inhibitors, primary screen, biochemical, uHTS, fluorescence polarization; Glycoprotein 42 (Epstein-Barr virus (strain AG876)), Q1HVG2; Fluorescence polarization binding assay, mP read-out; inhibition, % (tested at 21.74 µM); 220,000 compounds, 0.42% hits; in the data active = inhibition above about 50%
Target sequence (Q1HVG2 whole entry, looked up): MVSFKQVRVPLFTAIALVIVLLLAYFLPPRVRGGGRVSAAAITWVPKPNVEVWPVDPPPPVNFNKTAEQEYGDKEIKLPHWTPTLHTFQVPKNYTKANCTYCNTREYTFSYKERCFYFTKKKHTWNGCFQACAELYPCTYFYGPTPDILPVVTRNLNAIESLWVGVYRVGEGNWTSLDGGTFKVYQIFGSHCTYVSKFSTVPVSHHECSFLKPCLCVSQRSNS
TRPML3 ag: human TRPML3 channel agonists, primary screen, cell-based, HEK293 TRPML3-YFP, Fluo-8 calcium fluorescence, 3 µM; activation, % at 3 µM; Mucolipin-3 (Homo sapiens), Q8TDD5; 220,000 compounds, 0.29% hits; 100% = the carbachol control signal;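 active = activation above its plate's cutoff, the mean activation of the plate's test wells plus 3 SD, cut at about 12% in these data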;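 note: 0% = DMSO only wells and 100% = carbachol wells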
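Test system: TRPML3-YFP stable HEK293 cells. Doses: single point at 3 µM. Incubation: dye loading 1 h 37 °C then 30 min ambient, 125 s read. Signal: Fluo-8 calcium dye fluorescence, ex 470-495, em 515-575 nm. Measure: percent activation from peak-to-basal fluorescence ratio, scaled between DMSO and carbachol.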
TRPN1 ag: zebrafish TRPN1 channel agonists, primary screen, cell-based, HEK293, calcium fluorescence | transient receptor potential cation channel N1 (TRPN1/NompC), Danio rerio | HEK293 zebrafish TRPN1-YFP, Fluo-8 calcium fluorescence; 100% = response to 87 µM carbachol | activation, % at 3 µM | 220,000 compounds, 0.18% hits | AID 1424, 2008;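 active = activation above its plate's cutoff, the mean activation of test wells on that plate plus 3 SD, cut at about 19% in these data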;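 note: 0% = DMSO alone and 100% = 87 µM carbachol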
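Material: zebrafish TRPN1-YFP in HEK293 cells. Doses: one dose of 3 µM, 0.3% DMSO. Incubation: dye 1 h 37 °C plus 30 min RT. Measured by: intracellular calcium fluorescence with Fluo-8.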
TNF death inh: inhibitors of TNF-alpha triggered necroptosis, primary screen, cell-based, Jurkat FADD-/-, single concentration; Jurkat FADD-/- TNF necroptosis rescue, ATP luminescence, 24 h; 0 = TNF only, 100 = no-TNF cells; activation (protection from cell death), % at 10 µM; AID 463075, 2010; 220,000 compounds, 0.068% hits;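 active = activation, meaning protection from cell death, of at least 50% relative to plate controls; inactive = activation below 50%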;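 note: necroptosis triggered by 40 ng/mL TNF-alpha added together with compound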
Mdm2 ligase inh: MDM2-luciferase reporter signal enhancers, primary screen, MDM2 E3 ligase inhibitor project, cell-based, luminescence, 1536-well; E3 ubiquitin-protein ligase Mdm2 (Homo sapiens), Q00987; cell-based MDM2 ubiquitination luciferase reporter, 2 h; 0 = plate control, 100 = twice control, blank-subtracted; signal enhancement, % at 5 µM; 210,000 compounds, 0.11% hits; AID 1230, 2008;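 active = signal enhancement of 30% or more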;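 note: luminescence tracks abundance of the self-degrading MDM2-luciferase fusion protein; higher signal means inhibition of MDM2 E3 ligase activity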
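Assay system: stable mammalian line carrying autodegrading MDM2–luciferase fusion reporter; Input: 2000 cells in each well; Compound dosing: single-point 5 µM; Schedule: 2 h compound exposure at 37 °C; Signal: SteadyLite luciferase luminescence after 15 min room-temperature reagent incubation; Evaluation: % luminescence enhancement versus blank-corrected plate control mean; Benchmarks: plate controls and plate blanks.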
PPC-1+TRAIL kill: compounds killing PPC-1 cancer cells with TRAIL present, primary screen, TRAIL potentiator project, ATPLite luminescence, uHTS; PPC-1 cells + TRAIL, ATPLite viability luminescence; cell killing (% activity), % at 4 µM; 220,000 compounds, 0.41% hits;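 active = cell killing above 50% in the first pass at 4 µM, then a duplicate retest at 5 µM averaging 50% or more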;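 note: plate controls were cells with TRAIL plus DMSO for no effect and medium-only wells lacking cells for full effect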
Runt-SMMHC FRET: inhibitors of RUNX1 Runt–CBFb-SMMHC binding, primary screen, biochemical, FRET, Cerulean-Runt, Venus-CBFb-SMMHC, uHTS; Runt-related transcription factor 1 (Homo sapiens) + Core-binding factor subunit beta …; Cerulean-Runt/Venus-CBFb-SMMHC FRET ratio 530/480, 1 h; inhibition, % at 20 µM; 220,000 compounds, 0.74% hits; AID 1434, 2008;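 active = mean inhibition across duplicate retests at 20 µM reaching about 50%, limit read from the data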;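 note: 0% = DMSO wells and 100% = wells with excess untagged CBFb-SMMHC; inhibitors lower the FRET ratio by blocking Runt binding to CBFb-SMMHC; some results filed as inactive read as strong as hits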
Target sequence (Q01196 whole entry, looked up): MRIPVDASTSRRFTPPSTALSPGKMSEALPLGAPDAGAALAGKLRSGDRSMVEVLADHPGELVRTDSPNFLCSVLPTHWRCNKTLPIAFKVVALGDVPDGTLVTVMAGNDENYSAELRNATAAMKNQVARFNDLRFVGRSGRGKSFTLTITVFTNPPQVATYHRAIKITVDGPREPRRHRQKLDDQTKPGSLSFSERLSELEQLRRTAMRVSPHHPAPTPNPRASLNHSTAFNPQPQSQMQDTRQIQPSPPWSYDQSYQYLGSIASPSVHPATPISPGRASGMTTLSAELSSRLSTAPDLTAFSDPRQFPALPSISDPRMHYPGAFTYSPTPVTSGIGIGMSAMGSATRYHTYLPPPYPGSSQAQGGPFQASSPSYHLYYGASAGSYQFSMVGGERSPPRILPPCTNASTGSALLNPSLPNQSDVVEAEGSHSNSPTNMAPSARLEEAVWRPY
Target sequence (Q13951 whole entry, looked up): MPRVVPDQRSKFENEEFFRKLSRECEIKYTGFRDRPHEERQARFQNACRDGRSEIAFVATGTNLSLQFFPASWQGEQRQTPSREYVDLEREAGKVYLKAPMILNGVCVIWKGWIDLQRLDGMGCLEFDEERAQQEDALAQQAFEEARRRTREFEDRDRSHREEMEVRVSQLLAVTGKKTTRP
p47phox inh: p47phox/p22phox peptide binding inhibitors, primary screen, biochemical, uHTS, NADPH oxidase regulatory subunit; fluorescence polarization, 2 h; inhibition, % at 24.7 µM; 220,000 compounds, 0.53% hits; AID 1274, 2008;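 active = inhibition above about 30%, limit read from the data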;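 note: 0% = p47phox with labelled peptide and 100% = labelled peptide alone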
CHOP inh: inhibitors of CHOP promoter induction, primary screen, cell-based, unfolded protein response, luciferase reporter. CHO-K1 CHOP-promoter luciferase, tunicamycin-induced, 15-18 h. inhibition, % at 10 µM. 220,000 compounds, 3.8% hits. AID 2732, 2010;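 active = compounds that reduced the stress-induced luciferase reporter signal by more than about 70% of percent inhibition, limit read from the data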;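 note: 0% = tunicamycin plus vehicle and 100% = wells without tunicamycin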
* hit, by the source's call; · = not tested or not shown.

SMILES	EBV gp42 block	TRPML3 ag	TRPN1 ag	TNF death inh	Mdm2 ligase inh	PPC-1+TRAIL kill	Runt-SMMHC FRET	p47phox inh	CHOP inh
Cc1ccc(/C=C/C(=O)c2ccccc2O)cc1	3	0.3	-0.5	-1.7	-6	1	-6	5	-83
COCCNC(=O)CSc1nc2ccccc2c2nc(C)nn12	-11	-0.4	1.2	0.8	-1	1	-2	-20	14
Clc1ccccc1-c1nc(/C=N/N2CCOCC2)c2ccccn12	11	0.6	0.7	-2.3	0	29	-1	-9	5
CCC(C)(C)c1ccc(Oc2cccc(C(=O)O)c2)cc1	-7	-0.4	-2.4	-0.3	-11	-4	0	-20	-11
O=[N+]([O-])c1ccc(SCCc2ccccn2)cc1	-36	-0.8	-1.0	0.2	-8	7	2	-2	0
O=C(NCC1CCCO1)C(c1cccs1)N(Cc1ccccc1Cl)C(=O)c1ccc(-c2ccccc2)[nH]1 (centres undefined)	-11	-0.1	-2.5	3.1	-16	29	2	0	35
CC(C)(C)c1nnc(NC(=O)c2cccnc2)s1	5	0.6	0.8	-0.7	-5	15	-4	-5	-13
Cc1ccccc1CSCCNC(=O)CSCc1ccc([N+](=O)[O-])cc1	10	-1.3	-0.6	-2.8	-2	1	-4	-7	33
Cc1ccc(NC(=O)COC(=O)c2ccc([N+](=O)[O-])o2)cc1S(=O)(=O)N1CCCCCC1	-7	0.7	-0.3	0.4	-6	2	3	-8	11
COc1ccc(C2/C=C\CN(CC(C)(C)C)CC(=O)N2Cc2ccc(F)cc2)cc1 (centres undefined)	-16	·	·	0.2	12	2	2	-12	29
CN(CC(=O)Nc1ccc(F)c(F)c1F)C(=O)/C=C/c1ccc(Cl)cc1	-16	0.5	0.5	-0.2	-18	9	-4	-6	15
COC(CN(C(=O)CCl)C(C(=O)NC1CCCCC1)c1ccc(Cl)cc1)OC (centres undefined)	10	0.2	-0.9	-1.4	-5	32	4	-23	-109
O=C1NCCN/C1=C\C(=O)c1ccc(Br)cc1	-14	0.8	3.6	1.4	-38	-2	-1	-7	-2
CCSc1nnc2c(n1)OC=Nc1ccc(Br)cc1-2	-2	0.2	0.1	-0.7	-16	11	1	-15	6
CC(C)CC(c1nnnn1CCc1ccccc1)N1CCC(C(N)=O)CC1 (centres undefined)	-17	0.8	0.1	-1.1	-9	10	3	-4	15

Fetched one by one from above:
SMILES	EBV gp42 block	TRPML3 ag	TRPN1 ag	TNF death inh	Mdm2 ligase inh	PPC-1+TRAIL kill	Runt-SMMHC FRET	p47phox inh	CHOP inh
CC(C)CC(c1nnnn1CCc1ccccc1)N1CCC(C(N)=O)CC1 (centres undefined)	-17	0.8	0.1	-1.1	-9	10	3	-4	15
CCC(C)(C)c1ccc(Oc2cccc(C(=O)O)c2)cc1	-7	-0.4	-2.4	-0.3	-11	-4	0	-20	-11

Further entries:
SMILES	EBV gp42 block	TRPML3 ag	TRPN1 ag	TNF death inh	Mdm2 ligase inh	PPC-1+TRAIL kill	Runt-SMMHC FRET	p47phox inh	CHOP inh
COC(=O)c1cc(Cl)c(NC(=O)C(C)C)cc1OC	-4	-0.2	1.1	-1.0	-9	4	1	-10	-11
COC(=O)c1ccccc1NC(=O)COc1ccc(S(=O)(=O)NC(C)C)cc1	6	-0.7	-0.7	-0.1	-3	8	-3	-4	21
CCCS(=O)(=O)N1CCC(C(=O)NC2CCC(C)CC2)CC1 (centres undefined)	11	1.0	1.8	0.8	-18	11	2	-5	-23
COc1ccc(/C=N/Nc2nc(Nc3ccccc3)nc(N3CCCCC3)n2)cc1OC	-17	-0.4	-0.8	-14	-15	31	-7	-14	-16
CC1=C(C(=O)Nc2ccccn2)C(c2ccc(Cl)cc2Cl)NC(=S)N1 (centres undefined)	-11	1.1	1.6	-1.8	-7	16	5	-16	13
O=C(CSCc1cnn(-c2ccccc2)c1-n1cccc1)NCc1ccc2c(c1)OCO2	-18	-0.7	-2.3	1.5	-1	12	-5	-6	68
Cc1ccc(NC(=O)CNCCCN2CCOCC2)cc1S(=O)(=O)N1CCCCC1	7	1.0	1.0	1.6	-17	15	-2	-12	0
O=C(Nc1nc(-c2cccs2)cs1)c1cccc(S(=O)(=O)N2CCCCCC2)c1	-24	-0.7	0.2	2.2	-23	27	5	-110	18
CC(C)C(=O)Nc1ccc(C(=O)N/N=C/C2CC3C=CC2C3)cc1 (centres undefined)	0	0.9	1.5	-0.8	-15	2	2	4	2
Cc1ccc2ccc(C(Nc3ccccn3)c3ccccc3)c(O)c2n1 (centres undefined)	-5	0.8	1.6	-1.7	23	15	0	-25	-51
O=C1CN(C(=O)c2ccccc2F)c2ccccc2N1	-13	0.6	-0.3	-0.6	-2	18	-2	-7	-5
OCc1nc2ccccc2n1CCCOc1ccc(Br)cc1	-18	1.1	0.1	0.4	1	18	-3	1	22
CCNC(=O)NC(=O)C(C)OC(=O)CCCSc1nc2ccccc2s1 (centres undefined)	-35	-0.6	-1.0	0.5	-4	18	0	6	58
COc1ccc(/C=C/C(=O)OCC(=O)Nc2c(C)cccc2C)cc1	-2	-1.2	1.2	0.1	-11	-20	2	-1	18
COC(=O)c1cc(Sc2c(Cl)cccc2Cl)ccn1	7	-1.2	-2.8	3.8	1	-10	-2	-6	4

Three of the entries above in order of their number in CHOP inh, largest number first.
| smiles | CHOP inh |
| --- | --- |
| OCc1nc2ccccc2n1CCCOc1ccc(Br)cc1 | 22 |
| O=C(Nc1nc(-c2cccs2)cs1)c1cccc(S(=O)(=O)N2CCCCCC2)c1 | 18 |
| O=C1CN(C(=O)c2ccccc2F)c2ccccc2N1 | -5 |

(next part)
SMILES	EBV gp42 block	TRPML3 ag	TRPN1 ag	TNF death inh	Mdm2 ligase inh	PPC-1+TRAIL kill	Runt-SMMHC FRET	p47phox inh	CHOP inh
CCCN(CCC)S(=O)(=O)c1nc2nc(C)cc(C)n2n1	-15	-0.6	-0.9	0.4	-13	12	-4	0	1
CCOC(=O)c1ccccc1NC(=O)CSc1nnc(COc2ccccc2C)n1C	-2	-1.9	-1.7	-1.7	-14	2	-1	2	41
CCc1nnc(NC2=NCCC2)s1	-9	0.1	0.4	0.3	-4	15	2	-13	24
CCN1CCCC1CN=Cc1c(O)n(-c2ccccc2)c(=O)c2ccccc12 (centres undefined)	-7	0.6	-1.5	0.6	-7	3	3	-14	-1
CC(C)(Oc1ccc(Cl)cc1)C(=O)NC1CCSC1=O (centres undefined)	-6	-0.6	-1.6	-0.9	·	-2	-2	-5	-1
CCOC(=O)C1CCN(Cc2cc(C(C)(C)C)c(O)c(C(C)(C)C)c2)CC1	-12	0.5	-1.1	-1.6	-20	22	-1	-6	28
C[N+]1(CC2COC3(CCCCC3)O2)CCCC1 (centres undefined)	-54	0.8	0.7	0.7	-4	13	4	-9	-4
O=C(NCc1cccs1)c1noc2c1CCCCC2	-7	0.4	-0.1	8.2	-5	15	1	-5	-15
CC1(C)C(=O)OC(c2c(F)c(F)c(F)c(F)c2F)C2(CCCCC2)C1=O (centres undefined)	-5	0.5	0.1	0.9	4	11	1	-9	24
O=C1CC(N2CCC(O)(c3ccc(Br)cc3)CC2)C(=O)N1c1ccc(Cl)cc1 (centres undefined)	-18	1.1	0.2	0.7	-5	20	3	-7	52
CC(=O)Nc1cc2c(cc1NC(=O)Cn1nc(-c3ccc4c(c3)OCCO4)ccc1=O)OCCO2	-11	0.7	0.6	-2.1	9	18	0	-10	-3
COC(=O)c1cn(Cc2ccc(C(F)(F)F)cc2)cc(F)c1=O	-9	1.7	3.3	2.5	1	-23	2	-7	2
NC(=O)c1c(NC(=O)c2cccs2)sc2c1CCCCCC2	-14	0.9	0.6	3.6	-16	26	-8	-16	58
Cc1csc(Sc2nc3c(c(=O)[nH]c(=O)n3C)n2Cc2ccccc2Cl)n1	-13	-0.4	0.0	-0.3	-4	-20	1	-16	36
O=C(CSc1nnc(COc2ccccc2)n1Cc1ccco1)Nc1ccc2c(c1)OCCO2	-10	-0.4	-0.5	0.1	-4	23	4	-11	31
Cc1ccc2nc(-c3ccccc3)c(CN3CCOCC3)n2c1	9	0.0	0.3	-0.7	-3	9	-1	-42	-1
COc1ccccc1N(C)S(=O)(=O)c1ccc(C(=O)OCC(=O)NCc2cccs2)cc1	-18	2.2	3.6	-0.1	·	1	2	-7	6
CN(C)/C=C1\N=C(c2ccccc2)OC1=O	-5	1.0	1.3	-0.7	5	9	0	-1	9
CC(C)CC(=O)Nc1ccc2c(c1)OCO2	-2	-0.7	1.1	3.2	-12	23	-2	0	9
N/C(CN1CCCC1=O)=N\OC(=O)c1ccccc1Cl	-1	0.2	0.1	-2.2	-8	32	2	-5	13
CN(C1CCCCC1)S(=O)(=O)c1ccc(-n2cnnn2)cc1	-9	-0.1	0.3	-3.8	-1	13	1	-12	-6
Cc1cccc(C)c1NC(=O)C1(NC(=O)Cn2cccc([N+](=O)[O-])c2=O)CCCCC1	-15	-0.3	0.8	-0.2	-11	-25	3	-19	-4
CN(C)c1ccc(/C=C/C(O)=C2/C(=O)N(C)C3(C)CC2c2ccccc2O3)cc1 (centres undefined)	-101	1.2	0.7	-1.0	-14	3	-50	-7	11
Clc1ccccc1CSc1nncn1-c1cccnc1	5	0.1	0.1	0.5	-9	12	-1	0	12

Whole records, looked up by structure. Order of screens: EBV gp42 block | TRPML3 ag | TRPN1 ag | TNF death inh | Mdm2 ligase inh | PPC-1+TRAIL kill | Runt-SMMHC FRET | p47phox inh | CHOP inh
`Cc1ccc2nc(-c3ccccc3)c(CN3CCOCC3)n2c1` as listed: 9 | 0.0 | 0.3 | -0.7 | -3 | 9 | -1 | -42 | -1
`N/C(CN1CCCC1=O)=N\OC(=O)c1ccccc1Cl` as listed: -1 | 0.2 | 0.1 | -2.2 | -8 | 32 | 2 | -5 | 13
`CN(C)/C=C1\N=C(c2ccccc2)OC1=O` as listed: -5 | 1.0 | 1.3 | -0.7 | 5 | 9 | 0 | -1 | 9
`Cc1cccc(C)c1NC(=O)C1(NC(=O)Cn2cccc([N+](=O)[O-])c2=O)CCCCC1` as listed: -15 | -0.3 | 0.8 | -0.2 | -11 | -25 | 3 | -19 | -4

Compound activity as filed in PubChem BioAssay.
